Screening results (PubChem BioAssay)
FEN1 inhibitor: inhibitors of human flap endonuclease 1; P39748; Recombinant FEN1 flap cleavage, fluorescence, 15 min; Potency, µM (titrated, usually from 114 µM), for inactives: at the top dose activity change, negative = inhibition, most hits filed as inhibitors; actives 0.35% (n = 390,000); AID 588795; also: nearly all actives have a fitted effect of over 65% in size
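Quantitative HTS format: each compound was titrated, incubated with 10 nM nuclease for 15 min at room temperature, then challenged with flap substrate at 50 nM final. Signal change over 15 min gave concentration–effect curves.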
GCN5L2 inh: GCN5L2 (KAT2A) acetyltransferase inhibition | GCN5L2 HAT assay, ThioGlo1 CoA-SH fluorescence | Potency, µM (doses to about 58.9 µM), for the others: at the highest dose activity change, negative = inhibition, usual class: inhibitors | actives 0.21% (n = 390,000) | Q92830 | AID 504327
Target sequence (Q92830 whole entry, looked up): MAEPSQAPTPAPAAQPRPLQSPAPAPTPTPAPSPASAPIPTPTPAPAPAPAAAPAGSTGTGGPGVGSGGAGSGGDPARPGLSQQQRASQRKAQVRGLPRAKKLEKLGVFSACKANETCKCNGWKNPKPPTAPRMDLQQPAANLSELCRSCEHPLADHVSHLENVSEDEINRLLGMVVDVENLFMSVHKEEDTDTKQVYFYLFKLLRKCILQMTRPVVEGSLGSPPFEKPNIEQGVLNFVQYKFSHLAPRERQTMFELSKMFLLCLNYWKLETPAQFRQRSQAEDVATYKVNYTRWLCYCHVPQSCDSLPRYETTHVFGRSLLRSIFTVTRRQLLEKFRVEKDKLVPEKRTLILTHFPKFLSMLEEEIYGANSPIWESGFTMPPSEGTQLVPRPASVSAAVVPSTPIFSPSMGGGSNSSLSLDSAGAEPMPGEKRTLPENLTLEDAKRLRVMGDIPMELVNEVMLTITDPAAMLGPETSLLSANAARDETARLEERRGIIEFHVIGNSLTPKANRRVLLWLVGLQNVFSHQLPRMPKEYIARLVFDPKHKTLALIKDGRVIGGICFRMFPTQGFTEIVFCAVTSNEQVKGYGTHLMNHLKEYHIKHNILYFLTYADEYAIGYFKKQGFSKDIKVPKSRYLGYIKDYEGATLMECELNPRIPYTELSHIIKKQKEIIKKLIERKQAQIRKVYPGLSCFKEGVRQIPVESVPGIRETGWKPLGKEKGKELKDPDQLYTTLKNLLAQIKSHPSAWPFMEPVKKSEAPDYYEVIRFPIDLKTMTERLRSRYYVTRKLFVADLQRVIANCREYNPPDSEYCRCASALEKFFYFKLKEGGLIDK
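Titration-based screen in which CoA formation is detected via maleimide probe ThioGlo1 (50uM) turning fluorescent on thiol reaction; substrates H3(1-25) 75uM and acetyl-CoA 70uM, GCN5L2 20nM, 20 min incubation at room temperature.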
N370S GC mod: inhibits or activates N370S mutant glucocerebrosidase. P04062. N370S GC spleen homogenate, 4MU-glucoside fluorescence. Potency, µM (top dose mostly 59.4 µM), for the others: at the highest dose activity change, negative = inhibition, actives largely listed as inhibitors. actives 0.092% (n = 330,000). AID 2101;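 also: 0% = full enzyme activity and -100% = no enzyme basal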
* = called active by the depositor; ? = inconclusive; . = no result given; & = joins results of further samples; [ ] = dose if it differs, or a comment. Calls follow the shape of the dose curve; as a rule, active = well fitted curve in the direction sought with a large enough effect; inconclusive = small, poorly fitted or top-dose-only effect, or another doubt; inactive = no such curve, though single readings can be large; an effect the other way counts as inactive or inconclusive. Unless noted, % is scaled to controls: 0 for no effect and ±100 for the full control effect; potency is read from the fitted curve at half-maximal effect.

SMILES | GCN5L2 inh | FEN1 inhibitor | N370S GC mod
CC(=O)Oc1ccccc1-n1c(C)nc(=O)c(-c2ccccc2)c1C | 0% | 5% | -9%
O=c1c2nncn2c2cc(C(F)(F)F)ccc2n1CCNc1ncc(C(F)(F)F)cc1Cl | 4% | 0% | 8%
Cc1ccsc1/C=N/n1c(-c2cccnc2)n[nH]c1=S | ? | -8% | 10%
CCCn1c2ccccc2c2cnn(CC(=O)NCCc3ccccc3)c(=O)c21 | -2% | 15% | .
CCCCN1CCC2C=CCC(C(=O)O)C2C1=O (stereo not drawn) | . | -3% | 2%
Cc1ccc(C)c(N2CCN(C(=O)c3ccc4[nH]c(C)c(C)c4c3)CC2)c1 | -15% | -17% | .
Cc1csc(NC(=O)CCc2nc3ccccc3s2)n1 | -7% | 3% | 0%
CCNC(=S)N1CCn2cccc2C1c1ccc(F)cc1 (stereo not drawn) | -7% | 4% | -10%
CCN(CC(=O)Nc1ccc(NC(C)=O)cc1)C(=O)/C=C/c1ccc([N+](=O)[O-])cc1 | -8% | 4% | -2%
CCc1ccc(N=CC2=C(O)CC(c3ccco3)CC2=O)cc1 (stereo not drawn) | -3%[0.501 µM] | 4% | 6%
CCN(Cc1ccccc1)C(=O)c1c(-c2ccccc2Cl)noc1C | -12% | 12% | -10%
O=C(O)c1ccccc1NC(=O)C1CCN(S(=O)(=O)c2cccc3nsnc23)CC1 | -5% | -1% | -22%
CCC(CC)C(=O)Nc1cccc(-c2cn3cccnc3n2)c1 | -17% | -3% | .
Cc1cccc(OC(C)C(=O)NC2CCS(=O)(=O)C2)c1C (stereo not drawn) | 1% | 6% | -7%
COc1ccc(C2=Nn3c(nnc3-c3ccccc3OC)SC2)cc1OC | -1%&-4% | -5%&-6% | 4%&-5%
COc1cc(/C=N/NC(=O)CNC(=O)/C=C/c2ccco2)cc(OC)c1OC | -9% | 1% | -12%
COc1cccc(C(=O)NC(=S)Nc2cccnc2)c1 | 42%[activator] | 0% | 4%
COc1ccc(SCC(Cc2ccccc2)N2CCN(C)CCC2=O)cc1 (stereo not drawn) | . | -2% | -1%
CC(C)Cc1nn2c(=O)cc(COC(=O)c3ccc(NC(=O)CCc4ccccc4)cc3)nc2s1 | -4% | 1% | .
CCOC(=O)c1c(NC(=O)C(C)N2CCN(C(=O)c3ccco3)CC2)sc2c1CCCC2 (stereo not drawn) | -12% | -15% | 9%
O=C(NNC(=O)c1ccc2c(=O)n3c(nc2c1)CCC3)c1ccc(Cl)cc1 | 3% | -15% | .
COc1ccc(-n2nc3c(=O)[nH][nH]c3cc2=O)cc1 | -10% | ? | -22%
O=C(O)c1cc(N=Nc2c(O)ccc3ccccc23)cc(C(=O)O)c1 | ? | ? | 3%
CCCC(C)c1nnc(NC(=O)COc2ccc3c(c2)OCO3)s1 (stereo not drawn) | -6% | -2% | -11%
Cc1nn(-c2ccccc2)c(C)c1NC(=O)COc1ccc(Br)cc1Cl | 0% | 3% | 1%
C=CCc1ccc(OCC(O)COc2ccc(CC=C)cc2OC)c(OC)c1 | -10% | -20% | ?
O=S(=O)(Nc1nc(-c2ccccc2)cs1)c1cc(Cl)ccc1Cl | ? | -3% | -1%
Cc1cc2cc(CN(CCCO)S(=O)(=O)c3cccc4nsnc34)c(=O)[nH]c2cc1C | -2% | -20% | 24%
CC1CCCN(C(=O)c2ccncc2)C1 (stereo not drawn) | -5% | -15% | 1%
COCCn1c(CN2CCC(Cc3ccccc3)CC2)nc2c1c(=O)n(C)c(=O)n2C | 2% | -2% | -1%
Cc1ccc(SCc2cc(=O)[nH]c(N3CCN(Cc4ccccc4)CC3)n2)cc1 | 2% | 9% | 4%
CSc1nc(N)n(-c2cc(C(F)(F)F)ccn2)n1 | 5% | 3% | 1%
c1ccc(Cn2nnnc2C(c2ccncc2)N2CCOCC2)cc1 (stereo not drawn) | 3% | 3% | -2%
Cc1ccc(-n2c(SCc3cn4ccsc4n3)nc3ccccc3c2=O)cc1 | ? | 8% | 11%
COc1ccc(NS(=O)(=O)c2cn(C)cn2)cc1Cl | 0% | 18% | -9%
OC(CN1CCCC(C(F)(F)F)C1)c1ccccc1 (stereo not drawn) | 2% | 13% | -10%
Cc1cc(C(=O)N2CCN(S(=O)(=O)c3ccccc3)CC2)c(C)o1 | -21% | -6% | 0%
Cc1nnc(SCC(=O)NC(=O)Nc2ccc3c(c2)OCCO3)n1N | -20% | -15% | 8%
O=C(NCCc1ccc(Cl)cc1)c1ccc(CS(=O)(=O)Cc2ccc(F)cc2)o1 | -9% | 1% | .
O=C(c1ccco1)N1CCN(C(=O)c2cn(-c3ccccc3)nc2-c2ccccc2)CC1 | -2% | 18% | .
Cc1cc(C)cc(NC(=O)CSc2nnc(-c3ccccc3C)o2)c1 | 0% | -11% | 5%
CCOc1ccc(NC(=O)Cn2c(=O)n(CCCCCC(=O)NCc3ccccc3)c(=O)c3sccc32)cc1 | -4% | -2% | .
CC(C)(C)c1n[nH]c(=S)n(N)c1=O | 23% | -6% | 2%
COc1cc(C(=O)OCC(=O)Nc2cccc(S(=O)(=O)N3CCCC3)c2)ccc1OCC(C)C | -15% | 9% | -3%
O=C(CN1CCN(S(=O)(=O)c2cccc(F)c2)CC1)NCC1(N2CCOCC2)CCCCC1 | -8% | -14% | .
Cc1ccc(-c2cc(C(=O)N3CC(C)OC(C)C3)c3ccccc3n2)o1 (stereo not drawn) | 22µM* | 7% | ?
O=C(CCCN1C(=O)[C@H]2CC=CC[C@H]2C1=O)NCc1nc(-c2ccc(Cl)cc2)no1 | 0% | -8% | -15%
COc1ccc(S(=O)(=O)N2CCC(C(=O)Nc3cc(Cl)ccc3N3CCOCC3)CC2)cc1OC | -4% | 3% | 2%
COc1ccc(C(=O)CSc2nnc(C3CCCCC3)n2N)c(OC)c1 | -20% | -2% | ?
C=CCc1c(C)nc(C)nc1N/N=C/c1ccc(F)cc1 | -1% | 3% | 1%
C=CCNC(=O)C1=NN(c2c(F)c(F)cc(F)c2F)C(=O)CC1 | -4% | -6% | -5%
CC(=O)Nc1ccc2c3c(cccc13)C(=O)N(c1ccccc1)C2=O | 22µM* | -2% | 25%
Cc1ccc(OCCC(=O)OCC(=O)Nc2c(C)nn(-c3ccccc3)c2C)cc1 | -1% | 6% | -4%
CCOC(=O)c1ccc(NC(=O)CCOc2ccccc2)cc1 | -11% | -2% | -7%
Cc1ccccc1Cn1nnc2c(=O)[nH]c(C3CCN(C(=O)c4ccccc4Cl)CC3)nc21 | -2% | 16% | .
C=CCSc1nnc(NC(=O)C2CSC3(C)CCC(=O)N23)s1 (stereo not drawn) | -4% | 12% | -5%
CCNc1nc(Oc2ccc(C(=O)OC)cc2)nc(N2CCOCC2)n1 | 11% | 3% | -2%
C/C(=N\O)C(=O)NCCN1CCCCC1 | -8% | 0% | -3%
CCNC(=S)N1C2CCC1CC(NC(=O)NC1CCCCC1)C2 (stereo not drawn) | -3% | -7% | 0%
COC(=O)CCN1CCN(S(=O)(=O)c2ccccc2Br)CC1 | -7% | 3% | -2%

Four entries from above, as labelled records:
Cc1ccc(-c2cc(C(=O)N3CC(C)OC(C)C3)c3ccccc3n2)o1 (stereo not drawn)
  GCN5L2 inh: 22µM*
  FEN1 inhibitor: 7%
  N370S GC mod: ?

O=C(CCCN1C(=O)[C@H]2CC=CC[C@H]2C1=O)NCc1nc(-c2ccc(Cl)cc2)no1
  GCN5L2 inh: 0%
  FEN1 inhibitor: -8%
  N370S GC mod: -15%

COc1ccc(S(=O)(=O)N2CCC(C(=O)Nc3cc(Cl)ccc3N3CCOCC3)CC2)cc1OC
  GCN5L2 inh: -4%
  FEN1 inhibitor: 3%
  N370S GC mod: 2%

COc1ccc(C(=O)CSc2nnc(C3CCCCC3)n2N)c(OC)c1
  GCN5L2 inh: -20%
  FEN1 inhibitor: -2%
  N370S GC mod: ?

Later entries:
SMILES | GCN5L2 inh | FEN1 inhibitor | N370S GC mod
O=C(c1ccc(-n2cncn2)c([N+](=O)[O-])c1)N1CCN(S(=O)(=O)c2ccc(F)c(F)c2)CC1 | 0% | 2% | -17%
CC(C)=CC1C(C(=O)NCCOc2ccccc2)C1(C)C (stereo not drawn) | -4% | -6% | 0%
CCCn1c(C)cc(C(=O)COc2ccc(-c3nnco3)cc2)c1C | -5% | 9% | -4%
COC(=O)C1=C(C)n2nnnc2NC1c1cc2ccccc2o1 (stereo not drawn) | 3% | 0% | 2%
C=CCNC(=O)N1CCc2[nH]c3ccc(F)cc3c2C1 | 3% | -3% | 0%
CCc1cc2cc(C)ccc2nc1SCC(=O)NC1CCCC1 | -3% | 2% | 3%
COc1cccc(CNc2ccc3[nH]c(=O)[nH]c3c2)c1OCc1ccccc1Cl | -1% | -7% | -6%
Cc1ccc(NC(=O)CSc2cn(CC(=O)N3CCOCC3)c3ccccc23)cc1Cl | -4% | -9% | .
CCOc1ccc(-n2c(SCc3nc(-c4ccc(OC)cc4)no3)nnc2-c2ccncc2)cc1 | 1% | -5% | .
CC(=O)Nc1ccc(NC(=O)CSc2nccn2Cc2ccccc2)cc1 | -5% | 48%[activator] | 1%
CCOC(=O)C1=C(COC(=O)CCOc2ccc(C)cc2)NC(=O)NC1C (stereo not drawn) | -6% | 32% | -5%
O=C(CSc1nnc(CNc2ccc(F)cc2)o1)N1CCCc2ccccc21 | -4% | -18% | 1%
COc1cc(NC(=O)COC(=O)CO/N=C(\C)c2ccc3c(c2)OCO3)cc(OC)c1 | -8% | -16% | .
COC(=O)c1cc2oc(C)cc2n1Cc1ccc(C)cc1 | 1% | 10% | .
CCOc1ccc(NC(=S)N(CCN2CCOCC2)Cc2cc3cc4c(cc3[nH]c2=O)OCCO4)cc1 | -7% | 11% | -28%
Cc1cc(C)c(S(=O)(=O)NCC(c2cccnc2)N2CCN(Cc3ccccc3)CC2)c(C)c1 (stereo not drawn) | 0% | 1% | -14%
O=C(Nc1ccc(Cc2ccncc2)cc1)c1ccc([N+](=O)[O-])o1 | 2% | 1% | -3%
COc1ccc(N(CC(=O)NC(C)C)C(=O)CCC(=O)Nc2ccccn2)cc1 | -10% | -1% | -4%
CCN(CC)S(=O)(=O)c1cc(NC(=O)COC(=O)CCC(=O)c2cccs2)ccc1C | -7% | -14% | -7%
O=C(COC(=O)c1cccs1)Nc1ccccc1 | -7% | 14% | 9%
O=C(COC(=O)c1cc(Cl)nc(Cl)c1)Nc1ccc(Cl)c(S(=O)(=O)N2CCOCC2)c1 | 0% | -19% | .
Cc1[nH]c2c([N+](=O)[O-])cccc2c1C | -3% | -6% | -6%
CCCn1nnc(NC(=O)c2cc(Br)ccc2OC)n1 | ? | 1% | 5%
COc1ccc(-c2cc(C(=O)OCC(=O)N(C)C)c3ccccc3n2)cc1 | -5% | 6% | 13%
N#Cc1ccc(OCC(=O)Nc2nc(-c3cccnc3)cs2)cc1 | -16% | -2% | .
Cc1ccc(F)cc1NC(=O)N1CCCN(C(=O)OC(C)(C)C)CC1 | 2% | -1% | 4%
CC(=O)N1CCN(c2ccc(NC(=O)c3ccc(C)c([N+](=O)[O-])c3)cc2)CC1 | -10% | -2% | -4%
COc1ccc(-c2ccc(SCC(=O)NC3CCCCC3)nn2)cc1OC | -7% | -2% | 5%
Cc1ccc2cc(CCNS(=O)(=O)c3ccc(F)cc3)c(=O)[nH]c2c1C | -6% | 1% | 18%
CCOc1ccccc1N(CC(=O)NCc1ccccc1)C(=O)CCC(=O)Nc1cc(C)ccn1 | 10% | -15% | 3%
C/C(=N\NS(=O)(=O)c1ccc(Cl)cc1)c1ccc(O)cc1 | 0% | -4% | ?
O=C(NCc1ccc2c(c1)OCO2)c1cc2ncc(Br)cn2n1 | -13% | 7% | 24%
COc1cccc(Cn2cnc3c(NS(=O)(=O)c4cccc(Cl)c4Cl)c(C)c(C)cc32)c1 | -3% | -4% | 8%
Cc1ccc(C(=O)NC(=S)Nc2cccc(-c3nc4ccccc4s3)c2)cc1 | ? | 1% | 2%
O=S(=O)(c1cccc(S(=O)(=O)N2CCOCC2)c1)N1CCCCC1 | -1% | -10% | .
COc1cccc(-c2cn3c(n2)sc2cc(C(=O)NCc4cccs4)ccc23)c1 | -7% | 2% | .

Just FEN1 inhibitor and N370S GC mod, for some of the entries so far:
compound,FEN1 inhibitor,N370S GC mod
CC1CCCN(C(=O)c2ccncc2)C1 (stereo not drawn),-15%,1%
O=C(NNC(=O)c1ccc2c(=O)n3c(nc2c1)CCC3)c1ccc(Cl)cc1,-15%,.
